# KOR beta-arrestin-1: KOR antagonists, beta-arrestin recruitment, cell-based, luminescence, uHTS (AID 1778); KOR beta-arrestin recruitment, luminescence, antagonist mode; higher % means a stronger effect; inhibition, % at 10 µM, or IC50 in µM where a hit was titrated; actives 0.091% (n = 290,000); note: strong numbers were not always called active
# AID2073: inhibitors of Mint1-CaV2.2 protein interaction, biochemical, HTRF (AID 2073) | HTRF protein-protein interaction, Mint1-CaV2.2; higher % means a stronger effect | inhibition, % at 20 µM, or IC50 in µM where a hit was titrated | actives 0.19% (n = 290,000); in the data active = inhibition mostly above about 51%, no sharp cut-off; note: some results filed as inactive read as strong as hits
# HEK293 NOD2/NF-kB: NOD2 signaling inhibitors, cell-based, luminescence, uHTS, HEK293 (AID 1566); HEK293 NOD2/NF-kB luciferase reporter, luminescence; higher % means a stronger effect; one-dose inhibition, % at 4 µM; EC50 in µM for titrated hits; actives 0.63% (n = 290,000); note: many of its hits are not listed in these tables
# KOR beta-arrestin-2: kappa opioid receptor activators – cell-based, luminescence, uHTS, primary screen (AID 1777) | KOR beta-arrestin recruitment, luminescence; higher % means a stronger effect | activation, % at 10 µM, or EC50 in µM where a hit was titrated | actives 0.02% (n = 280,000); in the data active = activation above about 50%, passing the limit was not always enough; note: a part of the inactive calls stands beside numbers as strong as those of hits
# M17LAP inhibition: P. falciparum M17LAP inhibitors, primary screen, biochemical, fluorogenic H-Leu-NHMec substrate, 1536-well (AID 1619); recombinant M17LAP, H-Leu-NHMec fluorogenic kinetic assay; higher % means a stronger effect; actives 0.38% (n = 220,000); inhibition, % at 30 µM, or IC50 in µM where a hit was titrated;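 active = compound inhibiting the enzyme by more than half at any dose during confirmatory dose-response retesting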;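 note: plate controls were full reaction with DMSO carrier for no effect and no enzyme background for full effect; strong numbers were not always called active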
# M1AAP inhibition: P. falciparum M1AAP inhibitors, biochemical, fluorogenic H-Leu-NHMec substrate, 1536-well (AID 1445) | recombinant M1AAP, H-Leu-NHMec fluorogenic kinetic assay; higher % means a stronger effect | inhibition, % at 30 µM, or IC50 in µM where a hit was titrated | actives 0.42% (n = 220,000);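 active = primary inhibition above the hit cutoff, then over 50% inhibition at one or more dose response concentrations, cut at about 23% in these data, passing the limit was not always enough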;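 note: plate controls were DMSO full reaction for no effect and no enzyme background for full effect; strong numbers were not always called active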
# Dynein cargo inh: dynein cargo transport inhibition; 3617.4 mouse cells, GR-EGFP nuclear translocation imaging; test concentration mostly 20 µM; stimulated with dexamethasone, 1 µM; hits give low values; AID 1381; actives 0.47% (n = 220,000); z-score, hits read low;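 active = plate z-score of nuclear minus cytoplasmic receptor signal below a set negative limit, without overly bright fluorescence or cell loss, cut at about -3.5 in these data, passing the limit was not always enough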;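 note: z-score of nuclear minus cytoplasmic ring GR-EGFP intensity difference per well; some compounds called inactive have numbers as strong as hits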
#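 Buffer or medium: tetracycline-free induction medium containing charcoal-stripped FBS / Reagent: dexamethasone agonist, 1.0 µM final, for 30 min / Technique: automated 10x imaging of fixed Hoechst-stained cells / Times: induction 48 h, compound 1 h, agonist 30 min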
# NOD1 inhibition: NOD1 signaling inhibitors, primary screen, cell-based, luminescence, uHTS (AID 1578). NOD1-driven NF-kB luciferase reporter cells, luminescence; higher % means a stronger effect. inhibition, % at 4 µM, or EC50 in µM where a hit was titrated. actives 1% (n = 290,000); in the data active = inhibition mostly above about 36%, no sharp cut-off; inactive = mostly below about 34%;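 note: HEK-293T reporter cells stimulated with the NOD1 agonist gamma-tri-DAP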
# GPR55 activation: GPR55 agonists via beta-arrestin recruitment, primary screen, imaging, U2OS cells, beta-arrestin-GFP redistribution (AID 1961); U2OS GPR55 beta-arrestin-GFP redistribution imaging; higher % means a stronger effect; one-dose activation, % at 10 µM; EC50 in µM for titrated hits; actives 0.048% (n = 290,000);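 active = activation above 40% with more than 50 cells counted in the well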;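 note: U2OS osteosarcoma cells stably expressing GPR55 and beta-arrestin-GFP; plate controls were DMSO negative control for no effect and LPI positive control for full effect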
# Dynein cargo inh cytoplasmic EGFP: further read-out of Dynein cargo inh, marked with its call; z-score; measured here: cytoplasmic GR-EGFP intensity; hits give high values
# Dynein cargo inh nuclear GR-EGFP: also measured in Dynein cargo inh; calls as there; z-score; measured here: nuclear GR-EGFP intensity;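 lower value marks the stronger effect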
# Dynein cargo inh cell count: recorded beside Dynein cargo inh, whose call it bears; z-score; measured here: cell count per field
# * = called active by the depositor; nt = not tested or not shown; [ ] = dose if it differs, or a comment. Cut-off read from the data, not from the text of the source, unless noted: active = inhibition above about 50%; inactive = the rest.
nr	KOR beta-arrestin-1	AID2073	HEK293 NOD2/NF-kB	KOR beta-arrestin-2	M17LAP inhibition	M1AAP inhibition	Dynein cargo inh	Dynein cargo inh cytoplasmic EGFP	Dynein cargo inh nuclear GR-EGFP	Dynein cargo inh cell count	NOD1 inhibition	GPR55 activation	mol
1	-33%	-1%	20%	-1.9%	1%	7%	0.98	-0.15	1.2	-1.4	19%	-0.1%	COCCNS(=O)(=O)c1ccc(-c2ccc(C)cc2)cc1
2	6%	-3%	12%	-2.9%	23%	11%	-0.063	-0.33	-0.4	-0.098	-13%	0.2%	O=C(CCCCCNC(=O)c1ccccc1)C[N+](=O)[O-]
3	-13%	-1%	38%	-0.3%	24%	8%	-0.11	-0.26	-0.29	0.52	4%	1.1%	Cc1cc(C(=O)CN2CCC(C)CC2)c(C)n1-c1ccccc1F
4	-18%	1%	12%	2.9%	-4%	0%	0.22	-0.27	0.7	0.1	-6%	-0.1%	O=c1cc(CSc2nnc(COc3cccc4ccccc34)o2)c2ccccc2[nH]1
5	-1%	-10%	16%	-8.4%	-13%	-3%	-0.82	-0.28	-0.25	0.95	-8%	-0.1%	COc1cc(C(=O)NCc2ccccn2)ccc1OCc1c(C)noc1C
6	-41%[20 µM]	-11%	-13%	nt	12%	2%	0.28	0.023	0.24	-1	-33%	0.2%	CC(C)N1CCN(Cc2ccc(C#CCCO)cc2)CC1CCO (stereo not drawn)
7	-9%	-6%	3%	-4.1%	-2%	1%	-0.32	-0.27	-0.42	0.21	-26%	-0.4%	CCOC(=O)c1ccc(S(=O)(=O)NCCN(CC)CC)cc1
8	13%	-5%	-2%	2.2%	-2%	1%	0.36	-0.36	0.34	0.23	-3%	0.0%	COc1ccc(CN(C(=O)CN2C(=O)C(C)Oc3ccccc32)C2CCCC2)c(OC)c1 (stereo not drawn)
9	3%	-6%	7%	-4.7%	-1%	-16%	0.88	-0.16	0.61	-1.3	2%	-0.2%	Cc1ccc(N(CC(=O)Nc2ccc(F)c(Cl)c2)S(=O)(=O)c2c(C)noc2C)cc1
10	-32%	2%	15%	5.0%	0%	-5%	1.2	-0.12	1.1	-0.28	14%	-0.1%	COc1ccc(N(C(=O)Cc2cccs2)C(C(=O)NC2CCCCC2)c2cccn2C)cc1 (stereo not drawn)
11	-12%	12%	-57%	0.7%	nt	nt	nt	nt	nt	nt	-13%	-0.1%	CCc1ccc(NC(=O)CCC(=O)c2ccccc2)cc1
12	4%	4%	13%	-4.9%	-1%	6%	-1.2	-0.31	-0.74	0.99	-15%	-0.1%	COc1ccc(Br)cc1CNC(=O)C1CCCN(c2nc3ccccc3o2)C1 (stereo not drawn)
13	-2%	11%	-13%	-2.6%	10%	9%	0.37	-0.29	0.14	0.69	-13%	0.5%	NC(N)=NS(=O)(=O)c1ccc(N=C2C(=O)Nc3ccccc32)cc1
14	-13%	-10%	-56%	0.9%	13%	11%	-0.68	0.88	-0.2	0.97	-6%	0.0%	COc1cc(/C=N/n2cnnc2)ccc1OCCSc1ccc(C)cc1
15	-43%	1%	12%	3.1%	-1%	-1%	-0.56	-0.23	-0.31	0.48	-3%	0.6%	CC[C@H](C)[C@H](NC(N)=O)C(=O)NCCc1ccc(OC)cc1
16	19%	-13%	-4%	-1.6%	28%	11%	-0.72	-0.078	0.14	0.84	16%	0.2%	COc1ccc(C2C(C#N)=C3NC(=O)c4c(sc5c4CCCCC5)N3C3=C2C(=O)CC(C)(C)C3)cc1 (stereo not drawn)
17	-21%	26%	-18%	-1.4%	nt	nt	nt	nt	nt	nt	-18%	0.0%	Nc1c2c(nc3cccc(Cl)c13)N(c1ccccc1)CC2
18	-16%	-6%	-1%	6.0%	-4%	2%	0.1	0.14	0.68	0.14	38%	-0.1%	COc1ccc(OCCNc2cc(N3CCCCC3)ccc2[N+](=O)[O-])cc1
19	24%	-5%	13%	-2.2%	1%	-1%	0.074	-0.23	-0.24	-0.36	8%	-0.2%	O=C(c1ccccc1)c1ccccc1NC(=O)C1CCCN1Cc1ccccc1 (stereo not drawn)
20	4%[20 µM]	25%	7%	-4.9%	-8%	5%	-0.38	-0.17	0.26	0.38	-4%	-0.1%	CCOc1ccc(CN2CCN(Cc3cnc(-c4ccccc4)s3)CC2CCO)cc1 (stereo not drawn)
21	-27%	15%	6%	2.1%	12%	9%	-0.28	-0.078	-0.35	-0.11	-35%	0.3%	Cc1cc(NC(=O)c2sc(Nc3ccc(F)c(Cl)c3)nc2N)no1
22	5%	10%	-4%	-0.8%	1%	-4%	1.8	-0.24	1.4	-1.6	4%	-0.1%	CC1CCN(C(=O)c2ccc(CNc3c(N4CCCC4)c(=O)c3=O)cc2)CC1
23	-8%	8%	9%	-1.7%	6%	1%	-4.2*	1.2*	-2.2*	-4*	-8%	0.2%	COCCCNc1nc2c(-c3ccc(Cl)cc3)nnn2c2ccccc12
24	6%	-4%	7%	-3.3%	-2%	6%	0.085	-0.27	0.37	0.23	-12%	-0.2%	O=C(CCN1CCc2ccccc2C1)Nc1cccc(F)c1
25	-6%	0%	5%	1.5%	9%	4%	-0.42	-0.21	0.59	0.38	-23%	0.2%	Cc1ccc(C)c(NC(=O)C2CCCN2S(=O)(=O)c2ccc3c(c2)n(C)c(=O)c(=O)n3C)c1 (stereo not drawn)
26	-9%	8%	3%	1.8%	nt	nt	nt	nt	nt	nt	-20%	-0.1%	O=C(NCCN1CCN(C(=O)c2ccc([N+](=O)[O-])cc2)CC1)C(=O)NCc1ccccc1
27	-7%	-2%	14%	6.3%	nt	nt	nt	nt	nt	nt	0%	0.8%	COc1ccccc1/C=C/CN1CCC(Oc2cc(C(=O)NC3CC3)ccc2OC)CC1
28	nt	15%	-8%	nt	-3%	1%	0.5	-0.46	0.35	0.72	23%	-0.1%	O=C(Cn1c(NCCO)nc2ccccc21)NCCc1ccc(F)cc1
29	20%	-8%	10%	-2.4%	5%	5%	-0.22	-0.32	-0.34	0.78	-20%	-0.2%	N#C/C(=C/c1ccccc1[N+](=O)[O-])c1nnc2n1CCCCC2
30	5%	-3%	2%	-5.6%	nt	nt	nt	nt	nt	nt	-11%	-0.1%	CCn1nc(C)c(CN2CCC(n3nccc3NC(=O)c3ccccc3OC)CC2)c1C
31	-6%	8%	8%	-5.5%	-2%	19%	0.5	-0.14	0.6	-0.44	-21%	-0.3%	O=C(Nc1ccccc1F)N(CCCN1CCOCC1)Cc1cc2cc3c(cc2[nH]c1=O)OCCO3
32	27%	-1%	39%	4.2%	nt	nt	nt	nt	nt	nt	-6%	0.6%	O=C1C(NS(=O)(=O)c2ccc(Br)cc2)=C(N2CCCCC2)C(=O)c2ccccc21
33	-44%	8%	-51%	-0.9%	nt	nt	nt	nt	nt	nt	16%	0.2%	O=[N+]([O-])c1cccc(OCC(O)CN2CCN(S(=O)(=O)c3cc(Cl)ccc3Cl)CC2)c1 (stereo not drawn)
34	1%	-7%	-2%	-4.6%	28%	2%	-0.81	-0.059	-0.24	0.22	-18%	1.3%	COc1ccc(NC(=O)C2CSC(C)(C)N2C=O)cc1 (stereo not drawn)

# Assay outcomes (PubChem BioAssay)

# Only part of the results is shown; rates above refer to the full screens.
